Bioassay records from PubChem BioAssay.
INS-1E ATP HTS: rescue of cytokine-induced death in INS-1E beta cells | INS-1E cytokine-induced death, ATP luminescence, 48 h; normalised: neutral wells 0, positive control 100 | protection from cytokine-induced ATP loss, % at 10 µM | 20,000 compounds, 0.1% hits;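 active = mean replicate protection from cytokine-induced ATP loss at least 50% and at least 75% of replicates each reaching 50%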
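Assay system: INS-1E rat cells / Quantity: 8000 cells per well / Medium: RPMI without phenol red, 5% FBS / Probe or stimulus: three-cytokine cocktail (IFN-γ, TNF-α, IL-1β) / Dosing: one compound concentration, pin transfer / Timing: 48 h co-treatment, 10 min post-lysis read / Technique: CellTiter-Glo luminescence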
T cruzi intra: blocks T. cruzi growth inside host cells | intracellular Trypanosoma cruzi in host cells, plate reader | 22,000 compounds, 4.9% hits | AID 651903 | activity score (inhibition), % at 5.01 µM; in the data active = activity score above about 55%;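 also: parasites and compound incubated about four days before reading; 0% = median of neutral control wells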
Numbers without * were called inactive; / = not tested or not shown.

SMILES	INS-1E ATP HTS	T cruzi intra
Cc1noc(C)c1NC(=O)Nc1cccc2c1O[C@@H](CN(C)Cc1ccc(-c3ccccc3)cc1)[C@H](C)CN([C@H](C)CO)C2=O	-10.4	16.1
C[C@H](CO)N1C[C@H](C)[C@H](CN(C)C)Oc2ccc(NC(=O)Nc3ccc4c(c3)OCO4)cc2CC1=O	7.0	-18.8
CC(C)NC(=O)Nc1ccc2c(c1)C(=O)N([C@H](C)CO)C[C@@H](C)[C@@H](CN(C)Cc1ccc(-c3ccccc3)cc1)O2	-24.2	-11.3
C[C@H]1CN([C@@H](C)CO)C(=O)c2cccc(NC(=O)Nc3ccccc3)c2O[C@H]1CN(C)Cc1ccc(C(=O)O)cc1	3.1	-8.4
CC(C)NC(=O)N(C)C[C@H]1Oc2ccc(NC(=O)Nc3ccc(C(F)(F)F)cc3)cc2C(=O)N([C@H](C)CO)C[C@H]1C	-7.3	-2.9
C[C@H]1CN([C@@H](C)CO)C(=O)Cc2cc(NC(=O)Nc3ccc(C(F)(F)F)cc3)ccc2O[C@@H]1CN(C)Cc1ccc(C(F)(F)F)cc1	-80.8	69.4*
C[C@H]1CN([C@@H](C)CO)C(=O)Cc2cc(NC(=O)Nc3ccccc3)ccc2O[C@H]1CN(C)CC1CCCCC1	-0.3	-7.4
C[C@H](CO)N1C[C@H](C)[C@H](CN(C)S(C)(=O)=O)Oc2c(NS(=O)(=O)c3ccc(Cl)cc3)cccc2C1=O	1.9	45.1
C[C@H](CO)N1C[C@H](C)[C@@H](CN(C)C(=O)CCC(F)(F)F)OCc2cn(nn2)CCCC1=O	/	-8.7
CNC[C@H]1Oc2c(NS(=O)(=O)c3ccccc3)cccc2C(=O)N([C@H](C)CO)C[C@H]1C	1.1	-22.0
C[C@@H]1CN([C@H](C)CO)C(=O)Cc2cc(NC(=O)CCC(F)(F)F)ccc2O[C@H]1CN(C)C(=O)Nc1ccc(C(F)(F)F)cc1	7.5	-19.4
C[C@H]1CN([C@@H](C)CO)C(=O)c2cccc(NS(=O)(=O)c3cccs3)c2O[C@H]1CN(C)Cc1ccncc1	0.4	-13.9
CC(C)NC(=O)N(C)C[C@H]1Oc2ccc(NC(=O)Nc3ccccc3)cc2CC(=O)N([C@@H](C)CO)C[C@@H]1C	-7.0	/
C[C@H]1CN([C@@H](C)CO)C(=O)c2cccc(NC(=O)Nc3ccc(C(F)(F)F)cc3)c2O[C@H]1CN(C)Cc1ccc(C(F)(F)F)cc1	-55.3	63.1*
C[C@@H]1CN([C@@H](C)CO)C(=O)c2cc(NC(=O)C3CC3)ccc2O[C@H]1CN(C)Cc1ccccc1	2.7	-9.2
C[C@H](CO)N1C[C@H](C)[C@@H](CN(C)Cc2ccncc2)Oc2ccc(NC(=O)Nc3ccccc3)cc2C1=O	1.8	-8.3
C[C@H](CO)N1C[C@H](C)[C@@H](CN(C)C(=O)Nc2ccc(C(F)(F)F)cc2)Oc2ccc(NS(C)(=O)=O)cc2C1=O	8.9	-8.2
C[C@@H]1CN([C@H](C)CO)C(=O)c2cc(NC(=O)CCN3CCOCC3)ccc2O[C@H]1CN(C)S(=O)(=O)c1ccc(F)cc1	4.4	-7.1
C[C@@H]1CN([C@H](C)CO)C(=O)c2cc(NC(=O)Cc3ccccc3)ccc2O[C@H]1CN(C)C(=O)Nc1ccccc1	7.7	-2.0
C[C@H](CO)N1C[C@H](C)[C@H](CN(C)S(=O)(=O)c2ccc(F)cc2)Oc2ccc(NC(=O)Nc3ccc(C(F)(F)F)cc3)cc2CC1=O	-66.8	69.3*

An excerpt from above in order of molecular weight, rising.
SMILES	INS-1E ATP HTS	T cruzi intra
C[C@@H]1CN([C@@H](C)CO)C(=O)c2cc(NC(=O)C3CC3)ccc2O[C@H]1CN(C)Cc1ccccc1	2.7	-9.2
C[C@H](CO)N1C[C@H](C)[C@@H](CN(C)Cc2ccncc2)Oc2ccc(NC(=O)Nc3ccccc3)cc2C1=O	1.8	-8.3
C[C@@H]1CN([C@H](C)CO)C(=O)c2cc(NC(=O)Cc3ccccc3)ccc2O[C@H]1CN(C)C(=O)Nc1ccccc1	7.7	-2.0
C[C@H]1CN([C@@H](C)CO)C(=O)Cc2cc(NC(=O)Nc3ccc(C(F)(F)F)cc3)ccc2O[C@@H]1CN(C)Cc1ccc(C(F)(F)F)cc1	-80.8	69.4*

Additional structures follow:
SMILES	INS-1E ATP HTS	T cruzi intra
CNC[C@@H]1Oc2ccc(NC(=O)NC(C)C)cc2CC(=O)N([C@H](C)CO)C[C@@H]1C	-3.2	-10.5
CC(C)COC(=O)N(C)C[C@H]1OCc2cnnn2CCCC(=O)N([C@H](C)CO)C[C@H]1C	/	-7.5
Cc1noc(C)c1NC(=O)Nc1ccc2c(c1)CC(=O)N([C@H](C)CO)C[C@H](C)[C@H](CN(C)C(=O)NC(C)C)O2	2.6	-14.7
C[C@H]1CN([C@@H](C)CO)C(=O)c2cc(NC(=O)Nc3ccc(C(F)(F)F)cc3)ccc2O[C@H]1CN(C)S(=O)(=O)c1ccc(F)cc1	2.1	12.9
C[C@H](CO)N1C[C@H](C)[C@@H](CN(C)Cc2ccc3c(c2)OCO3)Oc2ccc(NC(=O)CCCN(C)C)cc2C1=O	8.7	-56.8
C[C@H](CO)N1C[C@H](C)[C@@H](CN(C)Cc2ccncc2)Oc2c(NC(=O)CCCCCC(=O)Nc3ccccc3N)cccc2C1=O	-11.7	7.7
Cc1noc(C)c1S(=O)(=O)Nc1ccc2c(c1)C(=O)N([C@@H](C)CO)C[C@@H](C)[C@@H](CN(C)Cc1ccc(Cl)c(Cl)c1)O2	-3.6	50.2
C[C@@H]1CN([C@@H](C)CO)C(=O)c2cc(NC(=O)CCCN(C)C)ccc2O[C@H]1CN(C)S(C)(=O)=O	-1.2	-5.4
C[C@@H]1CN([C@H](C)CO)C(=O)c2cc(NC(=O)Cc3ccccc3)ccc2O[C@H]1CN(C)Cc1ccncc1	/	-3.4
C[C@@H]1CN([C@@H](C)CO)C(=O)c2cccc(NC(=O)c3ccncc3)c2O[C@@H]1CN(C)S(C)(=O)=O	4.7	8.1
C[C@H](CO)N1C[C@H](C)[C@@H](CN(C)S(=O)(=O)c2cn(C)cn2)Oc2c(NC(=O)c3cnccn3)cccc2C1=O	10.5	-25.8
Cc1noc(C)c1NC(=O)Nc1ccc2c(c1)C(=O)N([C@@H](C)CO)C[C@H](C)[C@H](CN(C)C(=O)Nc1ccc(C(F)(F)F)cc1)O2	11.6	-18.3
Cc1noc(C)c1NC(=O)Nc1ccc2c(c1)C(=O)N([C@@H](C)CO)C[C@H](C)[C@@H](CN(C)S(=O)(=O)c1ccccc1)O2	3.5	-8.5
COc1ccc(S(=O)(=O)Nc2ccc3c(c2)C(=O)N([C@@H](C)CO)C[C@@H](C)[C@H](CN(C)C(=O)Nc2ccc(F)cc2)O3)cc1	-0.1	-10.9
C[C@@H]1CN([C@H](C)CO)C(=O)CCCn2cc(nn2)CO[C@@H]1CN(C)Cc1cccc(C(F)(F)F)c1	4.4	-8.7
Cc1noc(C)c1S(=O)(=O)Nc1cccc2c1O[C@@H](CN(C)Cc1ccncc1)[C@@H](C)CN([C@H](C)CO)C2=O	4.8	-10.4
C[C@@H]1CN([C@@H](C)CO)C(=O)c2cc(NC(=O)c3ccncc3)ccc2O[C@@H]1CN(C)S(=O)(=O)c1ccccc1	1.9	0.5
Cc1ccc(S(=O)(=O)N(C)C[C@@H]2Oc3ccc(NC(=O)Nc4ccc(F)cc4)cc3CC(=O)N([C@H](C)CO)C[C@H]2C)cc1	8.0	-17.3
C[C@H](CO)N1C[C@H](C)[C@@H](CN(C)Cc2ccc(Oc3ccccc3)cc2)Oc2ccc(NC(=O)Nc3ccc(F)cc3)cc2C1=O	0.4	1.8
C[C@@H]1CN([C@H](C)CO)C(=O)c2cccc(NS(=O)(=O)c3ccc(Cl)cc3)c2O[C@@H]1CN(C)C(=O)Nc1cccc2ccccc12	-0.9	0.2
C[C@@H]1CN([C@H](C)CO)C(=O)CCCn2cc(nn2)CO[C@H]1CN(C)C(=O)c1ccc2ccn(C)c2c1	/	-36.9
CC(C)NC(=O)Nc1cccc2c1O[C@@H](CN(C)S(=O)(=O)c1cccs1)[C@@H](C)CN([C@@H](C)CO)C2=O	12.3	-11.5
Cc1noc(C)c1S(=O)(=O)Nc1ccc2c(c1)CC(=O)N([C@H](C)CO)C[C@@H](C)[C@@H](CN(C)C(=O)Nc1ccc(C(F)(F)F)cc1)O2	-4.2	10.7
C[C@@H]1CN([C@H](C)CO)C(=O)c2cccc(NC(=O)c3ccncc3)c2O[C@@H]1CN(C)C(=O)Nc1ccc(F)cc1	10.9	-29.8
CNC[C@@H]1Oc2ccc(NC(=O)Cc3cn(C)c4ccccc34)cc2C(=O)N([C@@H](C)CO)C[C@@H]1C	-1.3	21.0
Cc1ccc(S(=O)(=O)Nc2ccc3c(c2)C(=O)N([C@H](C)CO)C[C@H](C)[C@H](CN(C)C(=O)Nc2cccc4ccccc24)O3)cc1	-12.2	16.9
C[C@H]1CN([C@@H](C)CO)C(=O)c2cccc(NS(C)(=O)=O)c2O[C@H]1CN(C)CC1CC1	-1.7	-39.4
C[C@@H]1CN([C@@H](C)CO)C(=O)c2cc(NC(=O)Nc3ccc(C(F)(F)F)cc3)ccc2O[C@@H]1CN(C)Cc1ccc(Oc2ccccc2)cc1	-55.0	29.8
COc1ccc(CN(C)C[C@@H]2Oc3ccc(NC(=O)Nc4ccc(C(F)(F)F)cc4)cc3CC(=O)N([C@@H](C)CO)C[C@@H]2C)cc1	-24.7	3.8
CC(C)NC(=O)N(C)C[C@H]1Oc2ccc(NC(=O)c3ccncc3)cc2C(=O)N([C@@H](C)CO)C[C@@H]1C	-2.6	-5.2
Cc1ccc(S(=O)(=O)Nc2ccc3c(c2)CC(=O)N([C@@H](C)CO)C[C@H](C)[C@H](CN(C)C(=O)Nc2ccc(C(F)(F)F)cc2)O3)cc1	4.1	14.3
COc1ccc(NC(=O)Nc2ccc3c(c2)CC(=O)N([C@H](C)CO)C[C@@H](C)[C@@H](CN(C)Cc2ccc(Cl)c(Cl)c2)O3)cc1	-53.0	74.4*
COc1ccc(S(=O)(=O)Nc2ccc3c(c2)C(=O)N([C@@H](C)CO)C[C@@H](C)[C@H](CN(C)S(=O)(=O)c2ccc(C)cc2)O3)cc1	-10.8	14.4
CNC[C@H]1Oc2ccc(NS(=O)(=O)c3ccc(Cl)cc3)cc2C(=O)N([C@H](C)CO)C[C@@H]1C	1.8	2.5
O=C(CCCCCCC(=O)Nc1ccccc1O)NN=C1CCCCCC1	12.0	-3.5
C[C@H](CO)N1C[C@H](C)[C@@H](CN(C)C(=O)NC2CCCCC2)Oc2c(NC(=O)C3CC3)cccc2C1=O	4.0	-17.4
O=C(O)c1ccc(/C=N/NC(=O)c2cccc(C(=O)NO)c2)cc1	0.3	-3.4
C[C@@H]1CN([C@H](C)CO)C(=O)c2cccc(NS(=O)(=O)c3ccccc3)c2O[C@H]1CN(C)S(=O)(=O)c1ccc(F)cc1	4.2	14.0
C[C@@H]1CN([C@@H](C)CO)C(=O)c2cc(NS(=O)(=O)c3ccc(Cl)cc3)ccc2O[C@H]1CN(C)C(=O)Nc1cccc2ccccc12	-0.8	-6.7
C[C@H](CO)N1C[C@H](C)[C@H](CN(C)CC2CC2)Oc2ccc(NC(=O)CCC(F)(F)F)cc2C1=O	4.2	-14.1

Some of the entries above in another layout.
Each structure is followed by: INS-1E ATP HTS, T cruzi intra
CNC[C@@H]1Oc2ccc(NC(=O)Cc3cn(C)c4ccccc34)cc2C(=O)N([C@@H](C)CO)C[C@@H]1C
  -1.3, 21.0
Cc1ccc(S(=O)(=O)Nc2ccc3c(c2)C(=O)N([C@H](C)CO)C[C@H](C)[C@H](CN(C)C(=O)Nc2cccc4ccccc24)O3)cc1
  -12.2, 16.9

The list continues:
SMILES	INS-1E ATP HTS	T cruzi intra
C[C@H]1CN([C@@H](C)CO)C(=O)c2cc(NC(=O)CCCCCC(=O)Nc3ccccc3N)ccc2O[C@@H]1CN(C)S(C)(=O)=O	2.5	-35.6
COc1ccc(CN(C)C[C@H]2Oc3ccc(NS(=O)(=O)c4ccccc4)cc3C(=O)N([C@H](C)CO)C[C@H]2C)cc1	-4.7	5.1
C[C@@H]1CN([C@H](C)CO)C(=O)c2cc(NS(=O)(=O)c3ccccc3)ccc2O[C@H]1CN(C)Cc1ccc(C(F)(F)F)cc1	-9.9	3.4
C[C@H](CO)N1C[C@H](C)[C@H](CN(C)Cc2ccc(C(F)(F)F)cc2)Oc2ccc(NS(C)(=O)=O)cc2CC1=O	3.7	27.8
C[C@@H]1CN([C@H](C)CO)C(=O)Cc2cc(NC(=O)Nc3ccc(C(F)(F)F)cc3)ccc2O[C@H]1CN(C)Cc1ccc(Oc2ccccc2)cc1	-15.8	61.6*
C[C@@H]1CN([C@H](C)CO)C(=O)c2cccc(NC(=O)C3CC3)c2O[C@@H]1CN(C)Cc1ccc(C(F)(F)F)cc1	-1.4	-17.1
CN(C)CCCOc1ccc(/C=N/NC(=O)c2cccc(C(=O)NO)c2)cc1	-4.7	15.9
C[C@@H]1CN([C@H](C)CO)C(=O)c2cccc(NC(=O)C3CCCCC3)c2O[C@H]1CN(C)S(=O)(=O)c1ccc(Cl)cc1	2.8	26.8
C[C@H](CO)N1C[C@H](C)[C@H](CN(C)C(=O)Nc2ccc(F)cc2)Oc2ccc(NC(=O)NC3CCCCC3)cc2CC1=O	13.0	-11.8
C[C@@H]1CN([C@H](C)CO)C(=O)c2cccc(NC(=O)Nc3ccccc3)c2O[C@@H]1CN(C)Cc1ccc(-c2ccccc2)cc1	-21.4	-44.0
CC(C)NC(=O)Nc1ccc2c(c1)C(=O)N([C@@H](C)CO)C[C@@H](C)[C@H](CN(C)C)O2	8.4	-12.5
Cc1noc(C)c1NC(=O)N(C)C[C@H]1Oc2c(NC(=O)c3cnccn3)cccc2C(=O)N([C@@H](C)CO)C[C@H]1C	13.7	-12.8

Compounds as they come, and some 5.1% of all compounds hit somewhere here.
